NF-kB expr up – compounds increasing NF-kB expression in human neuronal cells; NF-kB reporter expression; stronger effect = higher value; fold change at 12.5 µM; 190,000 tested, 1.6% active; in the data active means fold change above about 3.3
STAT1 blocker – inhibitors of IFN-gamma induced STAT1 signaling; 200,000 tested, 0.35% active; NIH 3T3 STAT1-luciferase reporter, luminescence; AID 920; inhibition, % at 5.5 µM;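 active means inhibition above a set limit, the mean inhibition across all tested compounds plus 3 SD, cut at about 34% in these data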;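 further: 0% = IFN-gamma with DMSO and 100% = IFN-gamma with 300 µM nifuroxazide; values of inactives mirror those of a sister screen read the other way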
STAT3 blocker – STAT3 signaling inhibition; AID 862; 190,000 tested, 0.89% active; U3A cells, IL-6 STAT3-luciferase reporter, luminescence; host cell line lacks STAT1; inhibition, % at 5.5 µM;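 active means inhibition above the mean inhibition across all screened compounds plus 3 SD, cut at about 44% in these data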;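 further: 0% = DMSO only wells and 100% = 100 µM nifuroxazide control wells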
STAT1 activator – activators of IFN-gamma induced STAT1 signaling; activation (% of control), % at 5.5 µM; AID 932; NIH 3T3 STAT1-luciferase reporter, luminescence; 100% = IFN-gamma alone, no compound; 200,000 tested, 2.6% active;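 active means activation above the screen-wide mean activation plus 3 SD, cut at about 130% in these data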;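 further: raw ratio to IFN-gamma control signal so 100% means no change and 0% no light; values of inactives mirror those of a sister screen read the other way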
DTT redox prof – compounds producing H2O2 with reducing agent – biochemical, NIH compound library profiling, artefact control for MLSCN library redox annotation, primary screen. DTT-dependent redox cycling H2O2, phenol red/HRP absorbance; 100% = 100 µM peroxide control, 0% = buffer. activation, % at 10 µM. 200,000 tested, 0.03% active. AID 878;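 active means activation of at least 50% relative to the plate's high and low controls in the primary single-dose screen; inactive means activation below 50%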;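 further: compound incubated with DTT at 0.8 mM final as the reducing agent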
TLR4 MyD88 comp – inhibitors of human TLR4-MyD88 binding; 200,000 tested, 0.18% active; AID 861; HeLa CL3-4 TLR4/MyD88 BLA complementation, FRET ratio; O00206+Q99836; inhibition, % at 8.4 µM; in the data active means inhibition above about 25%;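 further: 0% = vehicle and 100% = reference inhibitor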
Target sequence (O00206 whole entry, looked up): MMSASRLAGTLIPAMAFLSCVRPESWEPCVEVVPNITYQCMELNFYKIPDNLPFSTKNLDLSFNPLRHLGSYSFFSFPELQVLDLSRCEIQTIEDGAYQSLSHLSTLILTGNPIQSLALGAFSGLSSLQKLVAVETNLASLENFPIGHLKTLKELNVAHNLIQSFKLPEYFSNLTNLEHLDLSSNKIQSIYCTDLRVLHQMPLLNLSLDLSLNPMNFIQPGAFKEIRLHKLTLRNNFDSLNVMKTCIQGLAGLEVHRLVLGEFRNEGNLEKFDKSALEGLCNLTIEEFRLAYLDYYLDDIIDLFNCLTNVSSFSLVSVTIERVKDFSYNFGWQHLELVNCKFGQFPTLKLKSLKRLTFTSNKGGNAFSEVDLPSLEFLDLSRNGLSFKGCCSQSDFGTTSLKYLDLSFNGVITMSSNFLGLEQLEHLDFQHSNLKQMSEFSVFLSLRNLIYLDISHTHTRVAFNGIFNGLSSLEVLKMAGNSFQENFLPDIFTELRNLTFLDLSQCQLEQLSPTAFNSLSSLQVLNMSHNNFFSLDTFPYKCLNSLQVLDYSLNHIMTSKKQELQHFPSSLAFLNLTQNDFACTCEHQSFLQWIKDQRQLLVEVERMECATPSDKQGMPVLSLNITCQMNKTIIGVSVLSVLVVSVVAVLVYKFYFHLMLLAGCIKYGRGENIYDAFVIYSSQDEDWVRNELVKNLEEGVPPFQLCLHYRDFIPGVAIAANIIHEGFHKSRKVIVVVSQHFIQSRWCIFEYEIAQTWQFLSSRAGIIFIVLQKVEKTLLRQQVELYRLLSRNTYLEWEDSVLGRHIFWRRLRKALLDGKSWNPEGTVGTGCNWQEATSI
Target sequence (Q99836 whole entry, looked up): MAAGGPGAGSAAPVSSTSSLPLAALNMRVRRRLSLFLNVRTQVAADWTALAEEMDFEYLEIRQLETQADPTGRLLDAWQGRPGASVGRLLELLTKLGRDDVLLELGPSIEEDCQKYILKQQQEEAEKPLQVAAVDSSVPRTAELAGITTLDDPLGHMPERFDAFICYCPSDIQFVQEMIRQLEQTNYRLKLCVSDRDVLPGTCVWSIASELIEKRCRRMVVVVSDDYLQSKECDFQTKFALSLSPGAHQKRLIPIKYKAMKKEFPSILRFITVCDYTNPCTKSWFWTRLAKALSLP
APP 5'UTR act – APP 5'UTR luciferase reporter activation | activation, % at 2 µM | SH-SY5Y APP 5'UTR luciferase reporter, luminescence; zero percent = DMSO vehicle wells | AID 1276 | 190,000 tested, 1% active;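 active means activation above a set limit, based on mean plus 3 SD of controls, cut at about 140% in these data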; further: values of inactives mirror those of a sister screen read the other way
Efa HMGR inh – inhibitors of class II HMG-CoA reductase from Enterococcus faecalis; purified E. faecalis HMGR, NADPH absorbance 340 nm kinetic; inhibition, % at 10 µM; 190,000 tested, 0.41% active;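 active means inhibition above a set limit, the median over all tested compounds plus 3 SD, cut at about 9.5% in these data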;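 further: enzyme runs in reverse so mevalonate oxidation gives rising NADPH absorbance; 0% = complete reaction with DMSO and 100% = background rate lacking mevalonate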
Hsp70 activator – transcriptional activators of Hsp70 | HeLa Hsp70 promoter luciferase reporter, luminescence; scaled: vehicle 0, proteasome-inhibitor control 100% | 200,000 tested, 0.04% active | activation, % at 10 µM;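 active means activation above the mean across all tested compounds plus 3 SD, cutoff set per campaign, cut at about 5.5% in these data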;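 further: 100% = MG132 at 30 µM as the positive control and 0% = DMSO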
STAT3 act – STAT3 signaling activation; U3A cells, IL-6 STAT3-luciferase reporter, luminescence; 100% = signal with IL-6 EC80 alone; activation (% of control), % at 5.6 µM; 190,000 tested, 0.91% active; AID 871;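 active means activation above the screen-wide mean of compound activation plus 3 SD, cut at about 130% in these data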;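 further: 0% = background luminescence of wells with medium and substrate only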
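Test system: STAT3-luciferase reporter U3A cells; Detection: reporter luminescence signal; Times: 1 h compound pre-exposure, 6 h IL-6 stimulation, 37 °C; Benchmarks: IL-6-only high control; Also added: IL-6 stimulus at 33 ng/mL final.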
* = called active by the depositor; / = no result given.

SMILES	NF-kB expr up	STAT1 blocker	STAT3 blocker	STAT1 activator	DTT redox prof	TLR4 MyD88 comp	APP 5'UTR act	Efa HMGR inh	Hsp70 activator	STAT3 act
CCOc1ccc(/C(C)=N/N2C(=O)C(CC(=O)Nc3ccc(OC)cc3[N+](=O)[O-])SC2=Nc2cccc(C)c2C)cc1 (configuration not stated)	1.15	2.3	1.2	97.9	0.1	6.7	-6.8	-0.5	-0.4	106.9
Cn1c(-c2ccccc2)cc(=O)c2ccccc21	1.26	0.1	3.8	99.9	-3.4	-9.4	4.1	-2.0	-0.3	101.9
CCN1CCN(C(=O)C2(NC(=O)Nc3ccccc3Cl)CCCCC2)CC1	0.98	-1.5	0.2	96.9	-0.1	-2.0	-26.8	-4.5	-0.1	102.4
CCC(C)NC(=O)c1c(N)n(/N=C/c2cccnc2)c2nc3ccccc3nc12 (configuration not stated)	0.45	-1.4	22.7	101.3	-0.5	-20.2	7.9	-0.7	-0.2	86.9
OCC1OC(n2nc3ccccc3n2)C(O)C(O)C1O (configuration not stated)	1.28	-9.1	7.6	106.7	0.2	1.6	-13.7	-6.5	-0.1	97.3
Cc1cccc(Cc2cnc(NC(=O)CN3C(=O)/C(=C/c4ccccc4)SC3=S)s2)c1	1.13	2.1	2.9	98.0	-1.2	13.1	19.7	-4.2	-0.1	102.7
O=C1OCCC1Sc1nnc(-c2ccc(O)cc2)o1 (configuration not stated)	0.92	14.5	9.5	86.7	0.2	18.9	-16.9	-2.6	-0.3	95.3
COc1ccccc1NC(=O)CSc1c2c(nc3ccccc13)CCC2	0.95	8.2	-1.0	92.7	0.7	-2.3	-1.6	-5.6	-0.3	100.0
CCN(CC)CCCNC(=O)c1c(O)c2c([nH]c1=O)CCCC2	1.23	-6.1	10.9	103.9	-1.0	-4.2	13.3	-3.0	-0.3	94.4
O=C(Nc1ccccc1Cl)c1ccc(COc2ccc3c(c2)CCC3)cc1	1.22	-11.5	-5.9	110.4	0.9	2.3	-2.2	2.1	-0.1	110.4
CCCCC1S/C(=N/N=C/c2ccco2)NC1=O (configuration not stated)	1.26	-1.8	3.9	101.6	-0.1	3.2	6.6	-7.2	0.4	96.1
CN(C(=O)COc1ccccc1)c1nnc(C23CC4CC(CC(C4)C2)C3)s1	1.12	-8.1	-7.3	107.4	1.0	-2.0	11.1	-4.1	0.1	106.2

A different layout for 2 compounds above.
Molecule: COc1ccccc1NC(=O)CSc1c2c(nc3ccccc13)CCC2
  NF-kB expr up = 0.95; STAT1 blocker = 8.2; STAT3 blocker = -1.0; STAT1 activator = 92.7; DTT redox prof = 0.7; TLR4 MyD88 comp = -2.3; APP 5'UTR act = -1.6; Efa HMGR inh = -5.6; Hsp70 activator = -0.3; STAT3 act = 100.0
Molecule: CCN(CC)CCCNC(=O)c1c(O)c2c([nH]c1=O)CCCC2
  NF-kB expr up = 1.23; STAT1 blocker = -6.1; STAT3 blocker = 10.9; STAT1 activator = 103.9; DTT redox prof = -1.0; TLR4 MyD88 comp = -4.2; APP 5'UTR act = 13.3; Efa HMGR inh = -3.0; Hsp70 activator = -0.3; STAT3 act = 94.4

(listing goes on)
SMILES	NF-kB expr up	STAT1 blocker	STAT3 blocker	STAT1 activator	DTT redox prof	TLR4 MyD88 comp	APP 5'UTR act	Efa HMGR inh	Hsp70 activator	STAT3 act
O=C(Nc1ccccc1)/C(=C/c1ccc2c(c1)OCO2)NC(=O)c1ccco1	1.05	-2.7	-6.9	102.4	-0.2	-8.2	-10.7	-3.6	-0.2	103.7
COc1ccccc1-c1cc(-c2cc(Cl)ccc2O)n[nH]1	1.34	-0.4	-14.6	100.4	-1.4	-0.4	23.9	-2.6	0.1	116.5
COc1cccc(/C=C2\SC(=S)N(N3C(=O)CCCC3=O)C2=O)c1	1.23	-2.0	0.4	99.1	-0.1	1.8	-10.8	-3.6	-0.6	103.8
CCOc1ccc2c(c1)C(=NNC(=O)c1ccncc1)c1cc(OCC)ccc1-2	0.72	1.6	11.6	98.6	4.3	-11.7	-9.4	1.0	-0.3	89.1
Cc1cc(C)nc(SC(C(=O)O)c2ccccc2)n1 (configuration not stated)	1.13	-3.5	3.6	103.2	0.2	12.2	-9.8	-2.9	-0.4	97.8
O=C(c1ccccc1F)N1CCN(c2ccc([N+](=O)[O-])c3ncccc23)CC1	1.39	10.1	6.7	91.2	-0.1	-0.5	6.4	1.6	-0.2	96.7
CC(C)OC(=O)Cn1cc(C#N)c2ccccc21	1.02	3.6	1.6	95.2	-0.2	-3.8	-3.1	-4.4	-0.2	102.5
O=C(NC(NC(=S)Nc1cc(Cl)ccc1Cl)C(Cl)(Cl)Cl)c1ccco1 (configuration not stated)	1.11	9.2	9.8	91.7	-3.6	-6.2	-11.4	-4.0	-0.4	100.3
Cc1ccc(-n2c(-c3cccs3)nc3nc4ccccc4nc32)cc1	1.2	3.2	-1.8	97.1	0.7	-8.2	-5.0	0.1	-0.4	102.2
Cc1ccc(C(=O)CN2CCC(NC(=O)C3CCCCC3)CC2)cc1	0.94	0.1	-7.7	100.0	1.0	2.1	7.1	-3.7	-0.3	106.4
O=C(c1ccco1)N(Cc1ccco1)c1ccc(O)cc1	0.97	4.2	-1.8	97.2	-2.2	11.7	-5.2	2.4	0.0	107.2
COc1cc(OC)cc(C(=O)N2CCN(c3ccccc3F)CC2)c1	0.96	9.1	6.3	91.6	-0.1	16.0	0.8	0.3	-0.1	98.2
CCCCn1c(NS(=O)(=O)c2ccccc2)c(S(=O)(=O)c2ccc(C)cc2)c2nc3ccccc3nc21	0.8	8.1	15.2	92.7	99.8*	11.6	8.6	-2.2	-0.3	89.1
O=C(COc1ccc2ccccc2c1Br)N1CCN(c2ccccn2)CC1	1.02	-1.5	1.7	101.4	-0.1	-1.1	6.3	-3.3	-0.3	100.9
CC1CCCN(c2ccc(C(=O)NCc3ccco3)cc2[N+](=O)[O-])C1 (configuration not stated)	1.26	7.1	19.1	93.7	/	3.2	-2.0	-3.1	-0.2	83.8
O=C(Cn1nnc2ccccc2c1=O)N[C@@H](Cc1c[nH]c2ccccc12)C(=O)O	1.21	2.6	-9.6	97.7	-0.6	-10.5	14.4	-0.9	-0.3	106.9
COc1ccc(C(OC(=O)c2ccco2)C(=O)NC2CCCCC2)cc1 (configuration not stated)	1.19	-1.8	0.7	101.5	0.6	-1.8	5.9	0.9	-0.1	102.1
CN1C(=O)C(CC(=O)Nc2ccc(F)cc2)N(CCCc2ccccc2)C1=S (configuration not stated)	0.44	1.7	6.9	98.4	2.2	-3.5	3.7	-6.3	-0.5	99.3
CN(CCc1ccccn1)C(=O)CCNC(=O)Cn1cnc2ccccc2c1=O	1.18	11.0	5.1	89.8	0.8	-9.6	-1.1	-1.2	-0.2	97.5
COc1ccc(N2CC(C(=O)Nc3ccc4c(c3)OCO4)CC2=O)cc1 (configuration not stated)	0.99	-2.4	2.5	102.2	2.1	-6.9	9.0	3.0	0.0	100.3
[O-]/C(=C(\C(=S)Nc1cccc2ccccc12)[n+]1cccc(CO)c1)c1ccc(Cl)s1	1.12	0.7	-32.7	98.3	-0.1	16.1	9.9	2.2	-0.1	128.6
CCCn1nnc2c(=O)oc3ccccc3c21	1.47	4.1	-5.5	96.4	-0.4	-10.9	-2.6	-1.5	-0.1	104.7
CC1CCN(c2c(NCc3ccc(C(=O)N4CCN(C5CCCCC5)CC4)cc3)c(=O)c2=O)CC1	0.93	0.3	6.3	99.7	0.2	-3.5	-7.2	-4.0	-0.2	94.5
CCc1nc(SCC(=O)Nc2cc(C)on2)c2c(=O)n(C)c(=O)n(C)c2n1	0.97	-3.1	5.2	102.8	-0.5	9.4	-3.9	-4.8	-0.1	100.1

Random excerpt: two records from the list, in no set order.
SMILES	NF-kB expr up	STAT1 blocker	STAT3 blocker	STAT1 activator	DTT redox prof	TLR4 MyD88 comp	APP 5'UTR act	Efa HMGR inh	Hsp70 activator	STAT3 act
CCCn1nnc2c(=O)oc3ccccc3c21	1.47	4.1	-5.5	96.4	-0.4	-10.9	-2.6	-1.5	-0.1	104.7
CN(CCc1ccccn1)C(=O)CCNC(=O)Cn1cnc2ccccc2c1=O	1.18	11.0	5.1	89.8	0.8	-9.6	-1.1	-1.2	-0.2	97.5

(list continues)
SMILES	NF-kB expr up	STAT1 blocker	STAT3 blocker	STAT1 activator	DTT redox prof	TLR4 MyD88 comp	APP 5'UTR act	Efa HMGR inh	Hsp70 activator	STAT3 act
CN(C)c1nc(Oc2ccc(=O)n(-c3ccccc3)n2)nc(N2CCOCC2)n1	1.01	-2.2	5.7	100.4	-0.9	-2.5	9.0	-1.8	-0.1	98.8
COC(=O)Cc1sc(-c2ccccn2)nc1-c1ccccc1	1.07	-3.0	27.5	101.1	-1.3	-10.3	-2.7	-6.5	0.2	83.4
COC(=O)c1ccc(N(CC(=O)NC2CCCC2)C(=O)CNC(=O)c2ccco2)cc1	1.03	1.2	7.3	98.9	2.1	-7.6	19.5	-7.3	-0.4	97.2
COc1cc(CNCCc2ccc(S(N)(=O)=O)cc2)ccc1OCC(=O)NC1CCCCC1	0.73	0.7	6.8	99.3	1.8	-6.3	5.0	-0.6	-0.5	100.2
N/C(=N\N=C\c1ccc2c(c1)OCO2)SC1CC(=O)N(c2ccc(C(=O)O)cc2)C1=O (configuration not stated)	1.45	-3.8	-3.1	103.1	-0.2	3.4	-5.9	-1.1	-0.1	104.4
Oc1ccc(Cn2ccnc2)c2cccnc12	1.03	7.3	7.6	91.8	-0.4	-9.9	2.0	-2.4	-0.1	97.2
Cc1nn(-c2ccccc2)c(C)c1NC(=O)c1ccc(S(=O)(=O)N2CCCC2)cc1	0.93	4.3	3.6	96.0	1.9	6.8	-10.5	-3.6	0.1	101.6
Cc1noc(C)c1C(=O)N1CCCC(C(=O)c2cccc(C(F)(F)F)c2)C1 (configuration not stated)	1.18	2.4	12.8	97.0	-3.4	1.6	0.9	-1.5	-0.2	98.5
COc1ccccc1N(C(C)=O)C1SC(=O)N(c2ccccc2)C1=O (configuration not stated)	1.16	6.3	-4.0	94.3	-2.8	-8.5	2.5	0.3	-0.1	105.6
Cc1ccc(S(=O)(=O)c2c(C)cc(C)nc2Cl)cc1	1.03	13.0	10.6	88.3	0.4	3.1	0.1	-2.2	0.0	96.0
O=C(N/N=C/c1cccc2ccccc12)c1n[nH]c2c1CCCC2	1.95	-21.4	1.9	118.1	0.2	13.4	-73.5	3.5	0.4	100.3
CCOc1ccc2[nH]c(=O)c(CN(Cc3ccco3)Cc3nnnn3Cc3ccccc3)cc2c1	0.9	-0.4	7.5	100.4	-0.6	-3.3	-19.2	-2.5	-0.2	98.5
CN1CCC(=NNc2ncnc3sc4c(c23)CCCC4)CC1	1.33	3.4	-9.4	99.0	-0.2	-2.2	10.1	-1.2	-0.2	105.5
Cc1ccccc1-n1c(SCC(=O)N(C)C2CCS(=O)(=O)C2)nc2ccccc2c1=O (configuration not stated)	1.01	-5.2	14.7	101.7	-0.2	-10.6	19.8	-2.3	0.0	91.5
N#Cc1nc(-c2ccc(OCc3ccccc3)cc2)oc1N1CCOCC1	1.04	-2.3	25.4	102.1	-0.2	0.1	2.6	2.3	-0.3	79.7
CCOc1cc(C2C(C#N)=C(N)OC3CCCC(=O)C32)ccc1OCCN1CCOCC1 (configuration not stated)	1.05	-3.9	10.0	103.6	2.4	0.3	-17.0	-3.3	-0.1	99.0

Rows are unselected; 5.6% or so of the library scored in one or more.
